# RNase H inhibition = RNase H inhibition, HIV 1 Gag Pol polyprotein, FRET biochemical assay, screening (AID 372); HIV-1 RT RNase H, FRET RNA/DNA substrate fluorescence; higher % means a stronger effect; one-dose inhibition, % at 10 µM; IC50 in µM for titrated hits; 0.77% of 100,000 active; in the data active = inhibition above about 50%
# Numbers without * were called inactive. An excerpt (hit frequency here may not be typical).
SMILES,RNase H inhibition
Cc1ccc(N=Cc2c(O)n(-c3ccccc3Cl)c(=O)[nH]c2=O)cc1,5%
CCOC(=O)C1=C(O)/C(=C/c2ccc(N(C)C)cc2)SC1=Nc1cccc2ccccc12,13%
O=C(CCc1ccccc1)Nc1nc(-c2ccccc2)cs1,0%
O=C(N/N=C/c1cc(Cl)cc(Cl)c1O)Nc1ccccc1,11%
Cc1ccc(C(=O)Nc2ccc(C(=O)O)cc2)cc1S(=O)(=O)N1CCCCC1,2%
Cc1cc(C)cc(OCCCCCCN2CCOCC2)c1,1%
CCN1CCN(CC(=O)N/N=C/c2ccc(F)cc2)CC1,0%
Cc1nn(-c2ccc3ccccc3c2)c(=O)c2ccccc12,13%
CCCCCOC(=O)c1ccc2c(c1)C(=O)N(C1c3ccccc3Oc3ccccc31)C2=O,0%
CC1(c2ccccc2)CC(C)(C)N(C(=O)c2cccc(F)c2)c2ccccc21 (stereo not given),11%
Cc1ccc(C(=O)COC(=O)c2ccc(NC(=O)c3ccc(C)c(Br)c3)cc2)cc1C,28%
CCOc1cccc(NC(=O)/C(C#N)=C/c2ccc(-c3cccc(Cl)c3Cl)o2)c1,12%
Cc1ccc([N+](=O)[O-])cc1N=Cc1ccc(O)cc1,1%
Cc1ccc(C(=O)N2CCN(c3ccc([N+](=O)[O-])cc3)CC2C)cc1 (stereo not given),9%
COc1ccc(/C=C/C(=O)N2CCN(CCN3C(=O)c4cccc5cccc(c45)C3=O)CC2)cc1,10%
O=C(Nc1ccccc1F)c1ccc2nccnc2c1,0%
Cc1nnc(NC(=O)COC(=O)c2ccc([N+](=O)[O-])cc2)s1,6%
Cc1ccc(N(CC(=O)NCCOc2ccc(F)cc2)S(=O)(=O)c2ccccc2)cc1C,5%
O=C(N/N=C/c1ccc(-c2cccc(Cl)c2)o1)c1ccccn1,0%
COc1ccc(-n2cnc(/N=C/N(C)C)c2C(=O)c2cccc([N+](=O)[O-])c2)cc1,4%
N#Cc1ccc(C=Nc2ccc(I)cc2)cc1,3%
Cc1cccc(OCCCCCNCCO)c1,0%
CC(C)(C)C1CCC2(CC1)OCCCO2,7%
O=C(CC1Nc2ccccc2NC1=O)Nc1ccc(F)cc1 (stereo not given),13%
COc1ccc(OCC(=O)Nc2cccc(-c3nc4ccccc4o3)c2)cc1,6%
Cc1ccc(-n2nc3ccc(NC(=O)Cc4ccccc4)cc3n2)cc1C,4%
O=C1CS/C(=N\N=C\c2cccc(Cl)c2Cl)N1,22%
CCOc1ccc(C2/C(=C(\O)c3ccc(F)cc3)C(=O)C(=O)N2CCCCCC(=O)O)cc1 (stereo not given),0%
CN1C(=O)C(=Cc2c(Cl)cccc2Cl)C(=O)N(C)C1=O,10%
O=C1c2ccccc2C(=O)N1CC(O)Cn1c2ccccc2c2ccccc21 (stereo not given),14%
Cc1ccccc1NC(=O)NC(N)=O,0%
Cc1ccc(N2C(=O)CSC2c2cccc([N+](=O)[O-])c2)cc1 (stereo not given),1%
COc1cc(NC(=O)c2c(Cl)cccc2Cl)c(OC)cc1Cl,1%
Cc1ccc(C(CC(=O)C(C)C)C2C(=O)c3ccccc3C2=O)cc1 (stereo not given),0%
O=C1NC(=S)N/C1=C/c1ccc(I)cc1,0%
CCOC(=O)C1=C(C)N=c2s/c(=C\c3ccccn3)c(=O)n2C1c1ccc(OC)cc1 (stereo not given),3%
O=C1NN(c2ccc(I)cc2)C(=O)/C1=C/c1cc2c(cc1Br)OCO2,0%
O=c1[nH]c(CN2CCOCC2)nc2c1C1(CCCCC1)Cc1ccccc1-2,0%
COc1ccc2c(c1)OCC/C2=N\OC(=O)c1ccccc1F,1%
NC(=O)CN1C(=O)/C(=C2\SC(=S)N(CCCC(=O)O)C2=O)c2ccccc21,2%
Cc1ccsc1C=NN1CCN(Cc2ccccc2Cl)CC1,10%
O=c1cc(Nc2ccc(Cl)cc2)[nH]c(=O)[nH]1,9%
Cc1ccc2c(Cl)c(C(=O)Nc3ccc(F)c([N+](=O)[O-])c3)sc2c1,5%
Cc1ccc(CCNc2ccc3ccccc3c2)cn1,0%
CSc1ccc(S(=O)(=O)N(CC(=O)Nc2cccc(Cl)c2C)c2ccc(C)cc2)cc1,14%
COc1ccc(C2CC(C(F)(F)F)n3ncc(C(=O)Nc4ccc(F)cc4F)c3N2)cc1OC (stereo not given),0%
COc1ccc(Nc2nc(-c3ccc(C)c(C)c3)cs2)cc1,22%
CC1=NN(c2ccc(S(N)(=O)=O)cc2)C(=O)/C1=C\c1ccc(-c2ccc(Cl)c(C(=O)OC(C)C)c2)o1,59%*
O=C(NC(=S)NCCc1ccccc1)c1ccccc1,20%
Cc1cc(Cl)ccc1OCC(=O)NCc1ccccc1,9%

# Remaining list, next part
SMILES,RNase H inhibition
COc1cc(C=O)c(Br)cc1OCc1ccc(C)cc1,17%
Cc1ccc(-c2cc(-c3ccccc3)nc(N(C)N)n2)cc1,15%
COc1ccc(-c2noc(-c3ccc(-c4ccccc4)cc3)n2)cc1,0%
Nc1c(Cl)cc(NC(=O)CCCC(=O)O)cc1Cl,10%
CN1C(=O)CC(C(=O)O)SC1=Nc1cccc(F)c1 (stereo not given),0%
Cc1ccc(C(=O)Nc2nc3ccccc3n2CCN2CCCC2)cc1,0%
COCCN1C(=O)C(=O)/C(=C(/O)c2ccccc2)C1c1ccc2c(c1)OCO2 (stereo not given),3%
COc1cc(/C=N/n2cnnc2)cc(I)c1OCc1ccccc1C#N,22%
N#CC1=C(N)OC2=C(C(=O)CCC2)C1c1cc(Br)cs1 (stereo not given),1%
COC(=O)CN(c1ccccc1)S(=O)(=O)c1ccccc1,4%
C/C(O)=C(/C(=O)Nc1ccccc1[N+](=O)[O-])c1ccccc1,4%
CC1(C)CC(=O)c2nc(NC(=O)Cc3ccc(Cl)cc3)ncc2C1,4%
COC(=O)c1ccc(C(=O)Nc2cc(Cl)ccc2Cl)cc1NC(=O)c1c(C)cc(C)cc1C,11%
CCCc1cc(C(=O)OC)c(NC(=O)/C=C/C(=O)O)s1,9%
CC(=O)Nc1ccc(N=Cc2ccccc2OCc2ccccc2)cc1,3%
CN(C)c1ccc(/C=C(\C#N)C(=O)NCc2ccco2)cc1Br,13%
COc1cccc(CN2CCN(Cc3cc(Br)ccc3O)CC2)c1OC,6%
O=C(O)c1ccc2c(c1)C1C=CCC1C(c1cccc(Cl)c1Cl)N2 (stereo not given),13%
CCOC(=O)c1ccc(N=Cc2nc3ccccc3n2C)cc1,7%
CCOc1ccc(NC(=O)COc2ccccc2)cc1,5%

# A few values from the list.
# CCOC(=O)c1ccc(N=Cc2nc3ccccc3n2C)cc1 @ RNase H inhibition: 7%
# CN(C)c1ccc(/C=C(\C#N)C(=O)NCc2ccco2)cc1Br @ RNase H inhibition: 13%

# More structures
SMILES,RNase H inhibition
CCOc1ccccc1OCCOCCOc1c(Cl)cc(Cl)cc1Cl,20%
COc1ccc(C=Nc2ccc(Nc3ccccc3)cc2)c2ccccc12,21%
Cc1ccccc1-c1cc(=O)oc(-c2cccc([N+](=O)[O-])c2)n1,17%
O=C(c1ccccc1F)N1CCN(C(c2ccccc2)c2ccccc2)CC1,9%
CC1=NN(c2cccc(C(F)(F)F)c2)C(=O)/C1=C/c1ccc(N(C)C)cc1,2%
COC(=O)C1=NNC2(C)C(=O)N(c3ccccc3Cl)C(=O)C12 (stereo not given),15%
CCCC1=C(C(=O)OCC)C(c2ccc(OC)c(C)c2C)C(C#N)=C(N)O1 (stereo not given),0%
CCOC(=O)c1sc(NC(=O)COc2ccc(C)cc2Br)nc1C,6%
O=C(N/N=C\c1ccc[nH]1)c1cccc2c3c([nH]c12)CCCC3,24%
O=C(Nc1ccc(Cl)c(-c2nc3ncccc3o2)c1)c1cc2ccccc2o1,10%

# Reformatted as tab-separated lines: 16 of the compounds above
Molecule	RNase H inhibition
CC1(C)CC(=O)c2nc(NC(=O)Cc3ccc(Cl)cc3)ncc2C1	4%
COC(=O)c1ccc(C(=O)Nc2cc(Cl)ccc2Cl)cc1NC(=O)c1c(C)cc(C)cc1C	11%
CCCc1cc(C(=O)OC)c(NC(=O)/C=C/C(=O)O)s1	9%
CC(=O)Nc1ccc(N=Cc2ccccc2OCc2ccccc2)cc1	3%
CN(C)c1ccc(/C=C(\C#N)C(=O)NCc2ccco2)cc1Br	13%
COc1cccc(CN2CCN(Cc3cc(Br)ccc3O)CC2)c1OC	6%
O=C(O)c1ccc2c(c1)C1C=CCC1C(c1cccc(Cl)c1Cl)N2 (stereo not given)	13%
CCOC(=O)c1ccc(N=Cc2nc3ccccc3n2C)cc1	7%
CCOc1ccc(NC(=O)COc2ccccc2)cc1	5%
CCOc1ccccc1OCCOCCOc1c(Cl)cc(Cl)cc1Cl	20%
COc1ccc(C=Nc2ccc(Nc3ccccc3)cc2)c2ccccc12	21%
Cc1ccccc1-c1cc(=O)oc(-c2cccc([N+](=O)[O-])c2)n1	17%
O=C(c1ccccc1F)N1CCN(C(c2ccccc2)c2ccccc2)CC1	9%
CC1=NN(c2cccc(C(F)(F)F)c2)C(=O)/C1=C/c1ccc(N(C)C)cc1	2%
COC(=O)C1=NNC2(C)C(=O)N(c3ccccc3Cl)C(=O)C12 (stereo not given)	15%
CCCC1=C(C(=O)OCC)C(c2ccc(OC)c(C)c2C)C(C#N)=C(N)O1 (stereo not given)	0%

# More structures:
SMILES,RNase H inhibition
C=C(C)COc1cccc(/C=C2\N=C(c3cccc(F)c3)OC2=O)c1,31%
O=C1ON=C(c2ccccc2)/C1=C/c1cc(Br)cs1,1%
CCOC(=O)COc1ccc(/C=N/NC(=O)COc2ccc([N+](=O)[O-])cc2)c(OCC(=O)OCC)c1,1%
COc1ccc(NC(=O)COc2ccc3ccccc3c2)c(OC)c1,14%
CC(C)(C)NCCOc1cccc(Cl)c1,0%
N/C(=N\OC(=O)c1ccccc1F)c1cccc([N+](=O)[O-])c1,18%
CC(C)C(=O)Nc1ccc(Br)cc1C(=O)O,14%
O=C1NC(=S)S/C1=C/c1ccc(-c2ccc(Cl)c([N+](=O)[O-])c2)o1,5%
CCN(C(=S)NC(=O)c1cccnc1)c1ccccc1,7%
CCOc1cc(/C=C2\SC(=S)N(CCC(=O)OC)C2=O)ccc1O,7%
O=C(Nc1cc(Oc2cccnc2)cc([N+](=O)[O-])c1)c1cc2nc(-c3ccco3)cc(C(F)(F)F)n2n1,8%
O=C1c2ccccc2C(=O)N1CC1=NCCc2ccccc21,0%
COc1cc(-c2ccc(NC(=O)c3ccc4c(c3)OCO4)c(OC)c2)ccc1NC(=O)c1ccc2c(c1)OCO2,0%
Cc1c(Cl)cccc1NC(=O)C(C)Oc1ccc(Cl)cc1Cl (stereo not given),23%
Cc1ccc(C(=O)Nc2c(C(=O)N3CCC(Cc4ccccc4)CC3)cnn2-c2ccccc2)cc1,5%
COc1ccc(Cl)cc1C(=O)Nc1ccc(F)c([N+](=O)[O-])c1,0%
COc1ccc(/C=C(/NC(=O)c2cc(OC)c(OC)c(OC)c2)C(=O)NC(C(=O)O)C(C)C)c(OC)c1 (stereo not given),4%
O=C(NC12CC3CC(CC(C3)C1)C2)c1ccc(Cl)c(Cl)c1,10%
CCOC(=O)CSCCOc1ccc(C=O)cc1OC,0%
CC(=O)c1ccc2c3c([nH]c2c1)CCCC3,13%
O=C(CCNc1n[nH]c(=O)[nH]c1=O)N/N=C/CCc1ccccc1,0%
Cc1cc2c(cc1C)-c1c(sn(-c3cccc(F)c3)c1=S)C(C)(C)N2,15%
COc1ccc(Cc2noc(-c3ccccc3Br)n2)cc1OC,8%
NC1=NC2(CCCC2)N=C(Nc2ccc(Cl)cc2)N1,17%
CCc1c(C)sc(NC(=O)c2ccccc2Cl)c1C(=O)OC(C)C,2%
Cc1ccc(/C=C/C(=O)O)cc1S(=O)(=O)Nc1ccccc1C(=O)O,9%
O=C1c2ccccc2NC(c2ccc(Br)cc2)N1c1ccc(Cl)cc1 (stereo not given),4%
COc1ccc(NC2CC(=O)N(c3ccc(Br)cc3)C2=O)cc1 (stereo not given),5%
O=C(/C=C/c1ccco1)Nc1ccccc1,6%
Cc1ccc2nc(-c3ccc(NC(=O)COc4ccc([N+](=O)[O-])cc4)cc3)sc2c1,10%
COc1ccc([N+](=O)[O-])cc1CSc1nc2ccc(N3C(=O)c4ccccc4C3=O)cc2s1,12%
Cc1cc(C=Nc2cccc3nsnc23)c(O)c([N+](=O)[O-])c1,8%
CCOc1ccc(N2C(=O)C3C(C2=O)C2(c4ccccc4)C(=O)C3(c3ccccc3)C(c3ccccc3)=C2c2ccccc2)cc1 (stereo not given),21%
O=C(CCNc1cccc(Cl)c1)c1cccs1,16%
COC(=O)COc1ccc(/C=C2\C(=O)NC(=S)N(c3ccc(Br)cc3)C2=O)cc1OC,3%
Cc1ccc2c(c1)-c1c(ssc1=S)C(C)(C)N2C(=O)CN1CCC(C)CC1,15%
Cc1cccc(-n2c(C)cc(C=C(C#N)C#N)c2C)c1,8%
CCN(CC)CCN1C(=O)C(O)=C(C(=O)/C=C/c2ccccc2)C1c1ccc([N+](=O)[O-])cc1 (stereo not given),0%
Cc1ccc2oc(-c3cc(NC(=O)c4cc([N+](=O)[O-])ccc4Cl)ccc3O)nc2c1,14%
O=c1c2c(nc(SCCc3ccccc3)n1C1CCCCC1)-c1ccccc1CC21CCCCC1,0%
CCN(CC)c1ccc(C=NN2CCN(Cc3ccc(C)cc3C)CC2)c(O)c1,11%
CCOc1ccc(NC(=O)CCc2ccccc2)cc1,14%
O=C(NCCN1CCN(C(=O)c2ccc(Br)cc2)CC1)C(=O)Nc1ccccc1,0%
Clc1ccc(C=NN2CCN(Cc3ccccc3)CC2)cc1Cl,18%
Cc1cccc(C(=O)NCC(=O)OCC(=O)c2ccc([N+](=O)[O-])cc2)c1,9%
Cc1cccc(NC2=C(Cl)C(=O)N(c3ccc(Cl)cc3)C2=O)c1C,12%
COc1ccccc1OCCCOc1ccc(Cl)c(C)c1C,13%
COc1ccc(/C=N/NC(=O)c2ccc(=O)n(C)c2)cc1,3%
CN1C(=O)/C(=C\c2nc3ccccc3c(=O)n2C)c2cc(Br)ccc21,13%
CCOC(=O)c1cnc2cc(-c3ccc(Cl)cc3)nn2c1C,15%
COc1ccc(C(=O)NC(=S)Nc2ccc(-c3nc4ccccc4o3)c(O)c2)cc1OC,5%
O=C(O)CCCCCN1C(=O)C(=O)/C(=C(/O)c2ccc(Cl)cc2)C1c1cccc(F)c1 (stereo not given),2%

# Bioassay records from PubChem BioAssay.
